Assay outcomes (PubChem)
All columns: NCI-60 one-dose screen, growth in % after 48 h at 10 µM unless noted; 100 = growth as untreated, 0 = no growth, -100 = all killed.
A498: A498 renal cancer cells; actives 5.4% (n = 76,000)
RXF 393: RXF 393 renal cancer cells | AID 1794773 | actives 6.9% (n = 77,000)
CAKI-1: CAKI-1 renal cancer; AID 1794772; actives 4.7% (n = 75,000)
SF-539: SF-539 CNS cancer; AID 1794752; actives 6.8% (n = 81,000)
SNB-75: SNB-75 CNS cancer. actives 5% (n = 79,000)
SNB-19: SNB-19 CNS cancer cells; actives 2.5% (n = 81,000); AID 1794751
SF-268: SF-268 CNS cancer cells; actives 3.1% (n = 82,000); AID 1794759
ACHN: ACHN renal cancer; actives 4.9% (n = 81,000)
Active calls of the source: *; . = not tested or not shown; & = joins results of further samples. How the source made its calls: active means growth percent below 10; inactive means the rest.

SMILES | A498 | RXF 393 | CAKI-1 | SF-539 | SNB-75 | SNB-19 | SF-268 | ACHN
CN1C(=S)N(C)C2NC(=NCCO)NC21 (centres undefined) | 101 | 93 | 91 | 101 | 88 | 95 | 92 | 94
CC(C)(O)C(=O)O | 103 | 113 | 101 | 101 | 95 | 103 | 103 | 104
COc1ccc2c(c1)c(-c1nc(-c3cn(C)c4c(Cl)nccc34)cs1)cn2C | 77 | 113 | 101 | 96 | 118 | 105 | 110 | 101
CC(Nc1n[nH]c2nc(-c3ccccc3)nc(N)c12)c1ccccc1 (centres undefined) | . | 104 | 70 | 97 | 88 | 90 | 110 | 97
c1ccc(-c2cc(-c3nn4c(-c5ccccc5)nnc4s3)c3ccccc3n2)cc1 | 96 | 103 | 60 | 85 | 100 | 93 | 78 | 65
Cl.Fc1c[c-]c(-c2ccccn2)c(F)c1.[Pt].c1ccc(P(c2ccccc2)C([PH+](c2ccccc2)c2ccccc2)[PH+](c2ccccc2)c2ccccc2)cc1 | . | 13 | -1.8* | 9.5* | 7.8* | 27 | 26 | 18
CCSC(=O)n1ccc(=O)[nH]c1=O | 108 | 113 | 97 | 86 | 83 | 111 | 100 | 96
CCn1cc(/C=C(/SS/C(=C/c2cn(CC)c3cccc(C(=O)O)c23)C(=O)O)C(=O)O)c2c(C(=O)O)cccc21 | 100 | 109 | 84 | 99 | 90 | 98 | 101 | 95
Nc1nc(Cl)cc(=O)n1Cc1ccccc1 | 99 | 101 | 85 | 96 | 82 | 94 | 103 | 107
CCNC(=O)OCCc1c2ccccc2nc2ccccc12 | 111 | 97 | 121 | 109 | 81 | 111 | 109 | 94
CCCCOS(=O)(=O)c1ccccc1 | 128 | . | 93 | 102 | 86 | 103 | 105 | 103
COc1cc(/C=C2N=C(/C=C/c3ccccc3)OC/2=O)cc(OC)c1OC | 125 | 102 | 93 | 98 | 81 | 106 | 100 | 93
COc1cc(N(C(C)=O)c2ccc(O)cc2)c2ncccc2c1 | 94&103 | 99&96 | 99&103 | 98&100 | 83&96 | 97&97 | 101&105 | 104&96
Cc1ccc(S(=O)(=O)Nc2ccccc2/C=N/NC(=O)c2ccncc2)cc1 | 98 | 90 | 81 | 75 | 80 | 91 | 88 | 101
CCOC(=S)SCc1cc(=O)oc2ccc(Cl)cc12 | 112 | 125 | . | 99 | 99 | 96 | 97 | .
Nc1nc(-c2cccc([N+](=O)[O-])c2)c(N=Nc2ccc(Cl)cc2)s1 | . | . | 58 | 34 | 111 | 97 | 69 | 84
COc1csc(/C=N/NC(=O)c2[nH]c3ccc(Br)cc3c2-c2ccccc2)c1 | 58 | 23 | 9.5* | -40* | 4.2* | 29 | 23 | 19
CC(=O)OC[C@@H]1C2CCC(C2)[C@@H]1COC(C)=O | 116 | 107 | . | 99 | . | 98 | 114 | 101
C=CC(=O)c1c(C)cc(O)cc1C | 86 | 98 | . | 99 | 84 | 87 | 102 | 102
S=C(Nc1cccc(Br)c1)c1ccccc1 | 93 | 133 | 90 | 100 | 105 | 100 | 106 | 103
COc1ccc(/C=C/c2nc(Nc3ccc(S(=O)(=O)Nc4ncccn4)cc3)c3ccccc3n2)cc1 | 44 | 106 | 81 | 93 | 97 | 94 | 108 | 96
CC(=O)C1=C(O)C2(C)c3c(O)c(C)c(O)c(C(C)=O)c3OC2CC1=O (centres undefined) | 60 | 91 | 57 | 84 | 86 | 70 | 82 | 71
COc1cccc(-c2nc3sccn3c2-c2ccnc(NCCN3CCNS3(=O)=O)n2)c1 | 117 | 64 | 39 | 93 | 68 | 117 | 97 | 46
CC(=O)Oc1c(C(=O)O)ccc2ccccc12 | 87 | 93&114 | 96 | 99&114 | 90&98 | 102&99 | 101&114 | 100&98
CCOC(=O)c1nn(C2CCCCO2)c2ccc(NC(=O)CN3C(=O)c4ccccc4C3=O)cc12 (centres undefined) | 92 | 100 | 92 | 96 | 78 | 94 | 97 | 98

4 entries drawn at random from the list so far:
SMILES | A498 | RXF 393 | CAKI-1 | SF-539 | SNB-75 | SNB-19 | SF-268 | ACHN
c1ccc(-c2cc(-c3nn4c(-c5ccccc5)nnc4s3)c3ccccc3n2)cc1 | 96 | 103 | 60 | 85 | 100 | 93 | 78 | 65
C=CC(=O)c1c(C)cc(O)cc1C | 86 | 98 | . | 99 | 84 | 87 | 102 | 102
CCn1cc(/C=C(/SS/C(=C/c2cn(CC)c3cccc(C(=O)O)c23)C(=O)O)C(=O)O)c2c(C(=O)O)cccc21 | 100 | 109 | 84 | 99 | 90 | 98 | 101 | 95
Nc1nc(-c2cccc([N+](=O)[O-])c2)c(N=Nc2ccc(Cl)cc2)s1 | . | . | 58 | 34 | 111 | 97 | 69 | 84

(continued)
SMILES | A498 | RXF 393 | CAKI-1 | SF-539 | SNB-75 | SNB-19 | SF-268 | ACHN
COc1ccc(-c2csc(NC(=O)CN3CCN(c4cc(=O)[nH]c5ccc(F)cc45)CC3)n2)cc1 | 50 | 80 | 53 | 82 | 85 | 69 | 65 | 72
Cn1cc(-c2nc(-c3c[nH]c4ncccc34)cs2)c2cc(Br)ccc21 | 68 | 76 | 78 | 108 | 80 | 108 | 99 | 59
O=[N+]([O-])c1ccc(O)c2ncccc12 | 56&96 | 42&92 | 31&57 | 23&42 | 49&84 | 24&38 | 37&50 | 24&52
O=C(O)[C@@H]1c2ccccc2C(=O)N(c2ccc(Cl)cc2)[C@H]1c1ccc(Cl)cc1 | . | . | 94 | 104 | 77 | 98 | 92 | 101
N#Cc1ccc(Cl)cc1[N+](=O)[O-] | . | 99 | 113 | 122 | 100 | 98 | 109 | 106
COc1ccc(Cc2nnc(SC)n2-c2ccc(F)cc2)cc1OC | 110 | 109 | 90 | 107 | 88 | 99 | 117 | 96
Clc1ccc(CNc2ncnc3[nH]ncc23)c(Cl)c1 | 80 | 33 | 70 | 93 | . | 100 | 85 | 83
Cc1ccc(-c2ccc(Cl)cc2)n1-c1ccc(-c2nc3ccc(F)cc3s2)cc1 | 80 | 87 | 76 | 105 | . | 88 | 101 | 106
Cc1ccc(-n2nnc(C(=O)O)c2-c2ccc3c(c2)OCO3)cc1 | 113 | 114 | 92 | 95 | 89 | 103 | 98 | 101
Cc1ccc(NC2OC(=O)c3ccccc32)cc1 (centres undefined) | 103 | 118 | 101 | 108 | 89 | 111 | 101 | 101
N#Cc1c(-c2ccc(Cl)cc2)nc(N=Nc2c(O)[nH]c3ccc(Br)cc23)nc1N1CCOCC1 | 74 | 93 | 94 | 97 | 66 | 99 | 97 | 103
CCOC(=O)COc1ccc2c(=O)cc(-c3ccccc3)oc2c1 | 111 | 137 | 85 | 115 | 116 | 99 | 122 | 101
CCCC(=O)OCC1OC(n2cnc3c(=S)nc(N)[nH]c32)C(OC(=O)CCC)C1OC(=O)CCC (centres undefined) | -2.0* | . | . | 27 | 35 | 89 | 39 | 40
CCOC1CCc2c(C)nc(N)nc2S1 (centres undefined) | 80 | . | . | 95 | 96 | 98 | 106 | 103
Cn1cc(-c2nn3cc(-c4cccnc4)nc3s2)c2ccccc21 | 37 | 54 | 44 | 27 | 31 | 43 | 67 | 48
c1ccc2nc3c(cc2c1)oc1ncccc13 | . | 108 | 93 | 100 | . | 100 | 102 | 103
COc1cc(CNc2cnc(Nc3ccc(N4CCOCC4)cc3)nc2Oc2ccc(C)cc2OC)cc(OC)c1 | 88 | 76 | . | 76 | 86 | 81 | 85 | 81
CO/N=C(/C(=O)N[C@@H]1C(=O)N2C(C(=O)OCSC(=O)c3ccco3)=CCS[C@H]12)c1csc(N)n1 | 79 | 117 | 105 | 106 | 81 | 106 | 104 | 97
CCCCCCCCC(=O)N1CCOCC1 | 123 | . | 94 | 98 | 96 | 99 | 103 | 102
Cc1ccc2oc(=O)cc(/C=C3/SC(=O)NC3=O)c2c1 | 113 | 120 | . | 97 | 88 | 103 | 98 | 107
CC(C)OC(=O)[C@H](C)N[P@@](=O)(OC[C@@]1(C)O[C@@H](n2ccc(N)nc2=O)C[C@@H]1O[P@](=O)(N[C@@H](C)C(=O)OC(C)C)Oc1ccccc1)Oc1ccccc1 | 93 | . | 94 | 98 | 107 | 95 | 101 | 100
CSC(=N\N=C\c1c(F)cccc1Cl)/N=C/N(C)C | 86 | 97 | 97 | 98 | 105 | 87 | 103 | 106
CCCCCCCCCCC(C)O (centres undefined) | 105 | 123 | 96 | 101 | 97 | 108 | 105 | 109
C1CCN(c2nc(N3CCCCC3)nc(N3CCOCC3)n2)CC1 | 109 | 107 | 86 | 113 | 81 | 96 | 105 | 116
CN(C)c1ccc(-c2c(C#N)c(=O)nc3n2CC(=O)S3)cc1 | 97 | 110 | 103 | 101 | 98 | 105 | 116 | 103

In another format: 5 of the compounds above.
Structure	A498	RXF 393	CAKI-1	SF-539	SNB-75	SNB-19	SF-268	ACHN
COc1ccc(Cc2nnc(SC)n2-c2ccc(F)cc2)cc1OC	110	109	90	107	88	99	117	96
Cn1cc(-c2nc(-c3c[nH]c4ncccc34)cs2)c2cc(Br)ccc21	68	76	78	108	80	108	99	59
Cc1ccc(NC2OC(=O)c3ccccc32)cc1 (centres undefined)	103	118	101	108	89	111	101	101
Cc1ccc(-n2nnc(C(=O)O)c2-c2ccc3c(c2)OCO3)cc1	113	114	92	95	89	103	98	101
c1ccc2nc3c(cc2c1)oc1ncccc13	.	108	93	100	.	100	102	103

The main list resumes with the two entries that preceded the break.
SMILES | A498 | RXF 393 | CAKI-1 | SF-539 | SNB-75 | SNB-19 | SF-268 | ACHN
C1CCN(c2nc(N3CCCCC3)nc(N3CCOCC3)n2)CC1 | 109 | 107 | 86 | 113 | 81 | 96 | 105 | 116
CN(C)c1ccc(-c2c(C#N)c(=O)nc3n2CC(=O)S3)cc1 | 97 | 110 | 103 | 101 | 98 | 105 | 116 | 103
COC(=O)c1ccc(C(=O)OC)c2nn3c(N)nnc3nc12 | 114 | . | 66 | 103 | 98 | 103 | 96 | 106
Nc1cc[n+](CC(=O)N2CCN(c3cc4c(cc3F)c(=O)c(C(=O)O)cn4C3CC3)CC2)cc1 | 110 | . | 100 | 101 | 96 | 105 | 100 | 105
CC(=O)NS(=O)(=O)c1ccc(NCCc2c(C)nc3scc(-c4ccc(C)cc4)n3c2=O)cc1 | 106 | 102 | 86 | 95 | 76 | 101 | 105 | 85
CN1CCN(C(=O)Nc2cccc(-c3ccccc3)c2)CC1 | 100 | 128 | . | 97 | 99 | 99 | 97 | 103
COc1ccc(-c2nnc(SCC(=O)Nc3ccc(C(=O)/C=C/c4cc(OC)c(OC)c(OC)c4)cc3)o2)cc1 | 89 | 75 | . | 91 | 75 | 79 | 72 | .
Clc1ccc(Nc2n[nH]c(-c3ccccc3)n2)cc1 | 100 | 114 | . | 100 | 109 | 104 | 104 | 105
CCOC(=O)[C@]1(Br)CC[C@@]1(Br)C(=O)OCC | 115 | 111 | 90 | 104 | 92 | 106 | 108 | 79
CC(C)(C)CC(C)(C)c1ccc(O)cc1O | 96 | 81 | 96 | 97 | 89 | 108 | 94 | 111
CN(C)CCCN(Cc1ccccc1O)C(=S)Nc1ccc(F)cc1 | 81 | 101 | 98 | 96 | 70 | 101 | 102 | 94
CCCCN(CCCC)CC(O)c1ccc(-c2ccccc2)cc1 (centres undefined) | 83 | 80 | 70 | 86 | 93 | 88 | 97 | 83
O=C(O)c1ccc(-n2cc(CNc3cccc(Br)c3)c(-c3ccc(C(F)(F)F)cc3)n2)cc1 | 77 | 74 | 74 | 83 | . | 78 | 84 | 66
CCN1CCCSC1=S | 103 | 97 | 94 | 94 | 95 | 99 | 101 | 98
N#C/C(=C\N1CCc2ccccc2C1)S(=O)(=O)c1ccccc1 | 127 | 135 | 104 | . | 109 | 101 | 121 | 115
O=C(CCCCCCCC(=O)N1CCCCC1)N1CCCCC1 | 94 | 123 | 89 | 103 | 79 | 105 | 104 | 98
CCC(=O)Nc1cccc(Cl)c1 | 96 | 103 | 93 | 110 | 92 | 103 | 96 | 105
O=C(O)c1cc(N2CCCCC2)ccn1 | 106 | 115 | 93 | 101 | 95 | 96 | 102 | 105
CC(C)(C)c1ccc(O)c([N+](=O)[O-])c1 | 115 | 117 | 107 | 104 | 103 | 104 | 110 | 105
CC[C@@H](C)/C=C(C)/C=C/C(O)=C1\C(=O)N[C@@H]([C@H](O)c2ccc(OC(=O)[C@@]34CC[C@@](C)(C(=O)O3)C4(C)C)cc2)C1=O | 119 | 121 | 104 | 110 | 100 | 101 | 108 | 115
C#C[C@@H]1C[C@H](O)Cc2ccc(Cl)c(C)c2N1 | 81 | 124 | 97 | 96 | 98 | 99 | 111 | 108
COc1ccc2c(c1)CCc1cnoc1-2 | . | 112 | 102 | 99 | 109 | 107 | 107 | 104
